IkB signaling = IkB Signaling; ABC-DLBCL IkBa-CBG/CBR dual luciferase ratio, 4 h; response scale: scaled: untreated 0%, proteasome inhibitor 100%; Potency, µM (top dose mostly 57.1 µM), for inactives: top-dose IkBa stabilization activation; 110,000 tested, 0.04% active; AID 445, 2006; active = well fitted curve in the direction sought with a large enough effect in the signal ratio, not every such curve was filed as active; inconclusive = small, poorly fitted or top-dose-only effect, or a change in a side signal; the % refers to the signal ratio;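 note: the direction sought is a rising ratio; 0% = basal untreated cells and 100% = reference inhibitor full response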
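Curves were fitted separately to fusion (green), unfused (red) and ratio luminescence, then classed by r2, magnitude and activity. Cells: OCI-Ly3, 4 h compound plus doxycycline at 37C; 10 uM MG-132 defined full response.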
p53ts 39C kill = qHTS Screen for Compounds that Selectively Target Cancer Cells with p53 Mutations: Cytotoxicity of p53ts Cells at the Nonpermissive Temperature | H1299-p53A138V viability at 39C, ATP luminescence, 24 h | Potency, µM (titrated, usually from 46.1 µM), inactives show at the top dose activity change, negative = cell killing, most hits filed as cytotoxic | 130,000 tested, 1.5% active | AID 902, 2007; note: nearly all actives have a fitted effect of over 55% in size
Imprint erasure = qHTS Assay for Compounds that Induce Erasure of Genomic Imprints; mouse ES Peg3-LacZ reporter, beta-gal luminescence, 40 h; Potency, µM (doses to about 60.7 µM), inactives show top-dose activity change, positive = activation, hits mostly activators; 110,000 tested, 0.02% active; AID 1948, 2009;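 note: 0% = negative control wells on the plate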
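Imprint erasure is scored as LacZ activity from the silenced maternal Peg3 allele in feeder-free female ES cells cultured 40 h with LIF. Luminescence is normalized to in-plate negative controls and fitted to the Hill equation.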
p53ts 32C kill = qHTS Screen for Compounds that Selectively Target Cancer Cells with p53 Mutations: Cytotoxicity of p53ts Cells at the Permissive Temperature; H1299-p53A138V at 32C, ATP luminescence viability, 24 h; 130,000 tested, 0.93% active; AID 924, 2007; Potency, µM (doses to about 46.1 µM), for the others: at the top dose activity change, negative = cytotoxicity, most hits filed as cytotoxic;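 note: 0% = DMSO and -100% = full killing by reference compound; nearly all actives have a fitted effect of over 55% in size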
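Cells: H1299 p53ts (A138V), 600/well, pre-incubated 16–30 h at 37C. Cpd up to 46 uM, 24 h, 32C. Readout: ATPlite luminescence, 20 min RT. Normalization: DMSO vs tamoxifen 100 uM. AC50 by Hill equation.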
* marks the source's active call; other numbers are inactive results; [ ] = another dose, or the depositor's remark. Unless noted, calls come from the whole dose curve; as a rule, active = well fitted curve in the direction sought with a large enough effect; inconclusive = small, poorly fitted or top-dose-only effect, or another doubt; inactive = no such curve, though single readings can be large; an effect the other way counts as inactive or inconclusive. Unless noted, % is set by controls: 0 for no effect and ±100 for the full control effect; potency is the fitted concentration of half-maximal effect.

Start of the listing, in advance (4 entries):
CN(CC(=O)NCc1ccc(Cl)cc1)S(=O)(=O)c1cccc2nsnc12 was read as IkB signaling 0.8%, p53ts 39C kill -2%, Imprint erasure -2% and p53ts 32C kill -30%.
For COc1ccc(CCNC(=O)CCCCn2c(=O)c3ccccc3n(CC(=O)Nc3ccc(C)cc3C)c2=O)cc1OC the results were IkB signaling inconclusive, p53ts 39C kill -23%, Imprint erasure 7%[10.9 µM] and p53ts 32C kill 9%.
For CCCCn1c(=O)n(CC(=O)Nc2c(CC)cccc2CC)c(=O)c2c1nc(CO)n2CCC the results were IkB signaling -1.7%, p53ts 39C kill 2%, Imprint erasure -8% and p53ts 32C kill 6%.
N[C@@H]1C(O)OC(CO)C(O)C1O (some centres not stated) was read as p53ts 39C kill -6%, Imprint erasure -19% and p53ts 32C kill 12%.

The list itself (from the top)
CN(CC(=O)NCc1ccc(Cl)cc1)S(=O)(=O)c1cccc2nsnc12 was read as IkB signaling 0.8%, p53ts 39C kill -2%, Imprint erasure -2% and p53ts 32C kill -30%.
For COc1ccc(CCNC(=O)CCCCn2c(=O)c3ccccc3n(CC(=O)Nc3ccc(C)cc3C)c2=O)cc1OC the results were IkB signaling inconclusive, p53ts 39C kill -23%, Imprint erasure 7%[10.9 µM] and p53ts 32C kill 9%.
For CCCCn1c(=O)n(CC(=O)Nc2c(CC)cccc2CC)c(=O)c2c1nc(CO)n2CCC the results were IkB signaling -1.7%, p53ts 39C kill 2%, Imprint erasure -8% and p53ts 32C kill 6%.
N[C@@H]1C(O)OC(CO)C(O)C1O (some centres not stated) was read as p53ts 39C kill -6%, Imprint erasure -19% and p53ts 32C kill 12%.
For CCN(CC)C(=O)Nc1cnc2ccccc2c1 the results were IkB signaling -0.7%, p53ts 39C kill -24%, Imprint erasure 5% and p53ts 32C kill -25%.
COc1ccc(C(=O)C(c2ccccc2)N2CCOCC2)cc1 (configuration not stated) was read as IkB signaling 0.5%, p53ts 39C kill -11%, Imprint erasure -13% and p53ts 32C kill 4%.
COc1ccc(-c2cc(C(=O)OC(C)C(=O)c3ccccc3)c3cccc(Cl)c3n2)cc1 (configuration not stated) was read as IkB signaling inconclusive, p53ts 39C kill 21%, Imprint erasure -16%[10.9 µM] and p53ts 32C kill 2%.
For COC(=O)c1ccccc1NC(=O)CSc1nnc2cc(C)c3cc(C)cc(C)c3n12 the results were IkB signaling 0.3%, p53ts 39C kill 10%, Imprint erasure -11%[10.9 µM] and p53ts 32C kill 3%.
For Cc1cc(C)cc(OCCCCCNCCO)c1 the results were IkB signaling -2.4%, p53ts 39C kill -16%, Imprint erasure -27% and p53ts 32C kill inconclusive.
O=C(c1ccco1)N1CCN(CC(O)Cn2c3ccccc3c3ccccc32)CC1 (configuration not stated) was read as IkB signaling 5.7%, p53ts 39C kill -9%, Imprint erasure 0% and p53ts 32C kill 2%.
`O=C(O)CSc1nnc(Cn2cnc3ccccc32)n1CCc1ccccc1` gave IkB signaling 0.4%, p53ts 39C kill 11%, Imprint erasure -2% and p53ts 32C kill -5%.
`N[C@@H](Cc1nn[nH]n1)C(=O)O` gave IkB signaling -0.8%[11.4 µM], p53ts 39C kill 3%[9.22 µM], Imprint erasure inconclusive and p53ts 32C kill -1%[9.22 µM].
Screening O=C(c1ccco1)N1CCCN(C(=O)c2ccco2)CC1 returned IkB signaling 0.9%, p53ts 39C kill 5%, Imprint erasure -2% and p53ts 32C kill -13%.
`O=C(NCCc1ccc(Cl)cc1)C(=O)NCC(c1cccs1)S(=O)(=O)c1ccccc1` (configuration not stated) gave IkB signaling inconclusive, p53ts 39C kill -16%, Imprint erasure -10%[10.9 µM] and p53ts 32C kill -1%.
For COc1ccc(CNC(=O)c2c(Nc3ccccc3C)sc(C(=O)c3ccccc3)c2N)cc1 the results were IkB signaling inconclusive, p53ts 39C kill -27%, Imprint erasure -10%[10.9 µM] and p53ts 32C kill -5%.
CCOC(=O)c1ccc(NCc2ccc3c(c2)OCO3)cc1 was read as IkB signaling 1.8%, p53ts 39C kill -11%, Imprint erasure -22% and p53ts 32C kill -1%.
CCN(CC)S(=O)(=O)c1ccc(Cl)c(C(=O)Nc2nncs2)c1 was read as IkB signaling 2.3%, p53ts 39C kill 0%, Imprint erasure -2% and p53ts 32C kill -3%.
Screening CCCCCOc1c(Cl)cc(C(=O)N(Cc2ccc(C)o2)C2CCS(=O)(=O)C2)cc1Cl (configuration not stated) returned IkB signaling 3.5%, p53ts 39C kill -27%, Imprint erasure -12%[10.9 µM] and p53ts 32C kill 9%.
`CCc1cccc(NC(=O)CSc2ncc3c(n2)-c2ccc(Cl)cc2N(Cc2ccccc2)S3(=O)=O)c1` gave IkB signaling 1.4%, p53ts 39C kill inconclusive, Imprint erasure 5%[10.9 µM] and p53ts 32C kill 0%.
For OC(Cn1cncn1)c1ccc(Cl)cc1 (configuration not stated) the results were IkB signaling 0.7%, p53ts 39C kill -3%, Imprint erasure 18% and p53ts 32C kill -7%.

Looked up by compound from above (2):
For CCN(CC)C(=O)Nc1cnc2ccccc2c1 the results were IkB signaling -0.7%, p53ts 39C kill -24%, Imprint erasure 5% and p53ts 32C kill -25%.
O=C(c1ccco1)N1CCN(CC(O)Cn2c3ccccc3c3ccccc32)CC1 (configuration not stated) was read as IkB signaling 5.7%, p53ts 39C kill -9%, Imprint erasure 0% and p53ts 32C kill 2%.

Next part
O=C(O)C1CCCCC1C(=O)Nc1cccc2ccccc12 (configuration not stated) was read as p53ts 39C kill 5% and p53ts 32C kill 0%.
For Cc1cc(NC(=O)c2cc(-c3ccc(F)cc3)on2)nn1Cc1ccc(Cl)cc1 the results were IkB signaling inconclusive, p53ts 39C kill inconclusive, Imprint erasure 7%[10.9 µM] and p53ts 32C kill -6%.
Screening Cc1ccc2oc(-c3ccc(NC(=O)c4cccnc4)cc3)nc2c1 returned IkB signaling inconclusive, p53ts 39C kill -20%, Imprint erasure -27% and p53ts 32C kill -8%.
O=c1oc2ccc(F)cc2cc1-c1nc(-c2cccs2)no1 was read as IkB signaling inconclusive, p53ts 39C kill -16%, Imprint erasure -11%[10.9 µM] and p53ts 32C kill -2%.
Screening CCC(c1nnnn1Cc1ccccc1)N(Cc1ccco1)Cc1cc2cc(OC)ccc2[nH]c1=O (configuration not stated) returned IkB signaling 4µM*, p53ts 39C kill -6% and p53ts 32C kill -14%.
Cc1ccc(CN2CCN(C(=O)CCN3C(=O)c4ccccc4C3=O)CC2)cc1 was read as p53ts 39C kill -4% and p53ts 32C kill -2%.
O=C(Nn1c(=O)[nH]c2ccsc2c1=O)c1ccccc1 was read as IkB signaling 0.8%, p53ts 39C kill -9%, Imprint erasure 4% and p53ts 32C kill 1%.
Screening COCCN1C(=O)C(CC(=O)Nc2ccc(C(=O)O)cc2)SC1=Nc1ccccc1 (configuration not stated) returned IkB signaling -1.2%, p53ts 39C kill -10%, Imprint erasure 13% and p53ts 32C kill -1%.
For CCOC(=O)N1CCc2c(sc3c2c(=O)n(CCc2ccccc2)c(=O)n3Cc2ccc(F)cc2)C1 the results were IkB signaling inconclusive, p53ts 39C kill -6%, Imprint erasure -7%[10.9 µM] and p53ts 32C kill 2%.
For COCCN1C=C(C(=O)OC)C(c2cc(Br)c(OC)c(OC)c2)C(C(=O)OC)=C1 the results were IkB signaling 1.2%, p53ts 39C kill 2%, Imprint erasure -10% and p53ts 32C kill 2%.
`O=C(COC(=O)c1ccco1)Nc1cccc(Br)c1` gave IkB signaling -0.3%, p53ts 39C kill -3%, Imprint erasure 13% and p53ts 32C kill -1%.
Screening CCOC(=O)c1c(NC(=O)c2cc(-c3ccc(OC)c(OC)c3)on2)sc2c1CCCC2 returned IkB signaling 2.8%, p53ts 39C kill 12%, Imprint erasure 16%[10.9 µM] and p53ts 32C kill 6%.
Cc1ccccc1C(=O)Nc1nnc(S(=O)(=O)N(C)c2ccc(Cl)cc2)s1 was read as IkB signaling -3.2%, p53ts 39C kill -13%, Imprint erasure -11%[10.9 µM] and p53ts 32C kill -15%.
COc1ccc(C)cc1NC(=O)COc1cc(=O)n(C)c2ccccc12 was read as IkB signaling -1.4%, p53ts 39C kill -9%, Imprint erasure -8%[10.9 µM] and p53ts 32C kill 2%.
Screening Cc1ccc(C(=O)N(c2ccc(C)cc2)S(=O)(=O)c2ccc(Cl)cc2)cc1 returned IkB signaling inconclusive, p53ts 39C kill 17%, Imprint erasure -9%[10.9 µM] and p53ts 32C kill 5%.
`CCOc1ccc2[nH]c(=O)c(CN(CCO)C(=O)c3ccc(Br)cc3)cc2c1` gave IkB signaling 0.2%, p53ts 39C kill inconclusive, Imprint erasure -8% and p53ts 32C kill -17%.
For CN(C)c1nc2c(c(=O)n(C)c(=O)n2C)n1CC(=O)c1cccs1 the results were IkB signaling -0.2%, p53ts 39C kill 7%, Imprint erasure -3% and p53ts 32C kill -11%.
COc1ccc(S(=O)(=O)Nc2cccc(Cl)c2)cc1OC was read as IkB signaling 2.0%, p53ts 39C kill -3%, Imprint erasure -18% and p53ts 32C kill -2%.
`CCN(CC)S(=O)(=O)c1cccc(-c2nnc(SCc3ncc(-c4ccccc4)o3)n2C)c1` gave IkB signaling 2.6%, p53ts 39C kill -16%, Imprint erasure -20% and p53ts 32C kill -12%.
Screening COc1ccccc1NC(=O)CN1C(=O)NC(CC(C)C)C1=O (configuration not stated) returned IkB signaling 1.2%, p53ts 39C kill 5%, Imprint erasure -6% and p53ts 32C kill 1%.
COC(=O)N1[C@H](C)C=C[C@]1(Cc1ccccc1)C(=O)O was read as p53ts 39C kill -2%, Imprint erasure 5% and p53ts 32C kill 8%.
For Cc1cc(C)n(C(=O)CNC(=O)C2COc3ccccc3O2)n1 (configuration not stated) the results were p53ts 39C kill 19% and p53ts 32C kill -14%.
O=C(CSc1nnc(-c2cccnc2)n1Cc1ccco1)c1ccc(Br)cc1 was read as IkB signaling inconclusive, p53ts 39C kill -1%, Imprint erasure -19% and p53ts 32C kill 16%.
`O=C(CSc1nc(Nc2ccccc2)nc(N2CCOCC2)n1)N1CCc2ccccc21` gave IkB signaling -3.0%, p53ts 39C kill 7%, Imprint erasure 0% and p53ts 32C kill 5%.
Screening Cn1c(=N)c(S(=O)(=O)c2ccc(Cl)cc2)cc2c(=O)n3ccccc3nc21 returned IkB signaling 1.0%, p53ts 39C kill 10%, Imprint erasure -5% and p53ts 32C kill 4%.
`COc1cc(NC(=O)c2nnn(Cc3ccc(SC)cc3)c2N)cc(OC)c1` gave IkB signaling 0.1%, p53ts 39C kill -18%, Imprint erasure -22% and p53ts 32C kill -6%.
For NS(=O)(=O)c1ccc2nc(NC(=O)COc3ccccc3)sc2c1 the results were IkB signaling 0.2%, p53ts 39C kill -13%, Imprint erasure -4%[10.9 µM] and p53ts 32C kill 5%.
COC(=O)c1ccccc1S(=O)(=O)C(C)(C)C was read as p53ts 39C kill -5% and p53ts 32C kill 1%.
`O=C(Nc1c(C(=O)Nc2ccccc2F)oc2ccccc12)c1cc2ccccc2o1` gave IkB signaling inconclusive, p53ts 39C kill inconclusive, Imprint erasure -6%[10.9 µM] and p53ts 32C kill -3%.
For CCc1ccc(NC(=O)CC2C(=O)N(c3ccc(Cl)cc3)C(=O)N2C2CCCC2)cc1 (configuration not stated) the results were IkB signaling -2.2%, p53ts 39C kill inconclusive, Imprint erasure 13%[10.9 µM] and p53ts 32C kill -15%.
Cc1cccn2cc(CCNC(=O)c3ccc(Br)o3)nc12 was read as IkB signaling inconclusive, p53ts 39C kill 22%, Imprint erasure -16% and p53ts 32C kill 4%.
`Cc1ccc(S(=O)(=O)N(CC(O)Cn2c3ccccc3c3ccccc32)c2cccc(C(N)=O)c2)cc1` (configuration not stated) gave IkB signaling -5.2%, p53ts 39C kill inconclusive, Imprint erasure 5%[10.9 µM] and p53ts 32C kill 0%.
`CCOc1ccc(CN2CCN(C(=O)c3cccc(F)c3)CC2)cc1` gave p53ts 39C kill -3% and p53ts 32C kill 1%.
Screening Cn1c(NC(=O)c2ccc3c(c2)OCO3)cc(=O)n(C)c1=O returned IkB signaling -2.1%, p53ts 39C kill 43%[activator], Imprint erasure -25% and p53ts 32C kill 11%.

High-throughput results from PubChem.
